# Screens as filed in PubChem.
# ARFGAP1 inhibitor – inhibitors of rat ARFGAP1 GAP activity, primary screen, biochemical, fluorescence polarization, GDP tracer; inhibition, % at 16.5 µM; AID 651572, 2012; ADP-ribosylation factor GTPase-activating protein 1 (Rattus norvegicus), Q62848; actives 0.26% (n = 360,000); Arfgap1-stimulated ARF1 GTP hydrolysis, GDP FP detection;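 active = inhibition above a per-plate limit, mean inhibition of low control wells plus 3 SD, cut at about 25% in these data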;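 note: 0% = DMSO wells with enzyme and 100% = wells lacking Arfgap1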
#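 Material: rat Arfgap1 catalytic domain, aa 1-136; also added: human ARF1(Δ1-17)-GTP substrate; compound dosing: one concentration, 16.5 µM, DMSO 1.26%; incubation: GTP hydrolysis reaction 2 h at 25 °C; measured by: Tracer-displacement fluorescence polarization with EDTA stop, 620/688 nm; evaluation: % inhibition from polarization; repeats: one replicate per compound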
# TDP2 absorb – human TDP2 enzyme inhibitors, primary screen, biochemical, epi absorbance, recombinant enzyme; T5PNP hydrolysis, p-nitrophenol absorbance 415 nm; actives 0.34% (n = 370,000); inhibition, % at 12.8 µM; Tyrosyl-DNA phosphodiesterase 2 (Homo sapiens), O95551;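 active = inhibition above the mean of all tested compounds plus 3 SD, set per campaign, cut at about 25% in these data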;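 note: 0% = DMSO with enzyme and 100% = buffer with substrate but no TDP2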
#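 Evaluation: % inhibition relative to enzyme-containing and enzyme-free wells. Material: recombinant human TDP2. Benchmarks: enzyme-free and DMSO wells. Timing: enzyme reaction with compound for 2 h at 37 °C. Compound dosing: 12.8 µM only. Measured by: p-Nitrophenol epi absorbance. Reagent: T5PNP substrate at 5 mM, a TopII-DNA adduct mimic. Replication: single well per compound.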
# DDE Tn7 FP inh – inhibitors of Tn7 peptide binding to fibrin DD(E), primary screen, biochemical, fluorescence polarization, human fibrin, Tn7 probe; Fibrinogen beta chain (Homo sapiens), P02675; FP displacement of FITC-Tn7 peptide from fibrin DD(E); 0% = median of compound wells per plate; inhibition, % at 8.3 µM; actives 0.13% (n = 370,000); AID 720508, 2013;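 active = inhibition above the mean of compounds falling within the control limits plus 3 SD of them, cut at about 14% in these data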;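 note: 0% = plate median of compound wells and 100% = 10 µM Aha-Tn7 peptide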
#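 Assay system: Human fibrin DD(E) protein | Medium: Tris buffer with calcium and detergent, pH 7.8 | Reagent: 0.1 µM fluorescent Tn7 | Compound dosing: Single point at 8.3 µM | Times: 10 min preincubation, 3 h with tracer, room temperature | Detection: Fluorescence polarization of the labelled Tn7 tracer | Controls: Aha-Tn7 high control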
# SIAE primary – human SIAE inhibitors, primary screen, biochemical, fluorescence polarization, FP-Rh probe, 1536-well HTS. actives 0.69% (n = 370,000). inhibition, % at 9.66 µM. Sialate O-acetylesterase (Homo sapiens), Q9HAT2. SIAE FP-Rh probe binding;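 active = inhibition above a cutoff: mean of compounds within the control limits plus 3 SD of those, cut at about 17% in these data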;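 note: 0% = plate median of compound wells and 100% = probe without SIAE protein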
# PLCb3 inh – human PLC-beta3 inhibitors, primary screen, biochemical, fluorescence | Purified PLC-beta3, fluorogenic substrate | inhibition, % at 12.2 µM | AID 720704, 2013 | actives 0.18% (n = 370,000) | 1-phosphatidylinositol 4,5-bisphosphate phosphodiesterase beta-3 (Homo sapiens), Q01970; in the data active = inhibition above about 11%;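 note: 0% = median of compound wells on plate and 100% = full blocker control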
# Target sequence (Q01970 whole entry, looked up): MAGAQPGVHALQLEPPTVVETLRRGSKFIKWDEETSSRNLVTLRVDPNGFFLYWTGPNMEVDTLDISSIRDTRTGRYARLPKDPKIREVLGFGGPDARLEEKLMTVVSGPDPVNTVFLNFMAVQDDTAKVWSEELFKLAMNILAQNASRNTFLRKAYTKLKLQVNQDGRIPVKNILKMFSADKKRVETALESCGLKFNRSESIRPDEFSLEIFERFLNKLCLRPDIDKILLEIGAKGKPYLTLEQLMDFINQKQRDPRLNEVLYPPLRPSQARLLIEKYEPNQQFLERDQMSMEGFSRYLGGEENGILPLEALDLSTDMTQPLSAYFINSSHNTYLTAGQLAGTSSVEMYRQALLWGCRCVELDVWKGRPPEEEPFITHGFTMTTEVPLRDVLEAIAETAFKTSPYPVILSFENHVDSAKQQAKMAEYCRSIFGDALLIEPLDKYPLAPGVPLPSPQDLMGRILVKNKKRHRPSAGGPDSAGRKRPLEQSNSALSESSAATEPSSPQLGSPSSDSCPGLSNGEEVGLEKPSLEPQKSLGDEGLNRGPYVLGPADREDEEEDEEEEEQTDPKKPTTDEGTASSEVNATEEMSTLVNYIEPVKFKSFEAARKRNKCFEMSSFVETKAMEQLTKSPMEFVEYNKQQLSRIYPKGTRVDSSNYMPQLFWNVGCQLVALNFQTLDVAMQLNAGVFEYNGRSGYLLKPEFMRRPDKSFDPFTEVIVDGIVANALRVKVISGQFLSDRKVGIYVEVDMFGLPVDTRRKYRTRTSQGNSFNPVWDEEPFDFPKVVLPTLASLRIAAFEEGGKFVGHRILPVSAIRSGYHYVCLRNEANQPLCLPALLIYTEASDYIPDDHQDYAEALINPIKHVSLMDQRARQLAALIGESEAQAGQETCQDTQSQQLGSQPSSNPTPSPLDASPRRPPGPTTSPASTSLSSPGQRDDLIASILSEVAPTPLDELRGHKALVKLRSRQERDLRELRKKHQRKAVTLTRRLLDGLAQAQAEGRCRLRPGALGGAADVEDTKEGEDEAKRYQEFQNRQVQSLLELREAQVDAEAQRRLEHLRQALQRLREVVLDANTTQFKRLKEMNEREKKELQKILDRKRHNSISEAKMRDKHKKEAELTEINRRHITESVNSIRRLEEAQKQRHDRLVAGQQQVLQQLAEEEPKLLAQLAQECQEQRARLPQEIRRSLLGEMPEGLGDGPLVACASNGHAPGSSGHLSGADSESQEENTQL
# Tn6 DDE FP – inhibitors of Tn6 peptide binding to fibrin DD(E), primary screen, biochemical, fluorescence polarization, human fibrin, Tn6 probe; Fibrinogen beta chain (Homo sapiens), P02675; Fibrin DD(E) TRITC-Tn6 fluorescence polarization displacement; inhibition, % at 8.3 µM; actives 0.21% (n = 370,000);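 active = inhibition above a per-campaign cutoff: mean of compounds within control limits plus 3 SD, cut at about 15% in these data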;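 note: 0% = median of all compound wells on the plate and 100% = blocking peptide control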
# ADAM17 inh – ADAM17 inhibitors, primary screen, biochemical, QFRET | Disintegrin and metalloproteinase domain-containing protein 17 (Homo sapiens), P78536 | AID 720648, 2013 | recombinant ADAM17, EDANS/DABCYL FRET peptide cleavage | inhibition, % at 6.95 µM | actives 0.83% (n = 370,000);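 active = inhibition above the mean of compounds lying between control limits plus 3 SD, set per campaign, cut at about 8.5% in these data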;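 note: 0% = DMSO-only wells as the low control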
# ADAM10 inh – human ADAM10 inhibitors, primary screen, biochemical, QFRET, HTS; Disintegrin and metalloproteinase domain-containing protein 10 (Homo sapiens), O14672; recombinant ADAM10, EDANS/DABCYL FRET peptide cleavage, 3 h; inhibition, % at 7 µM; actives 0.62% (n = 370,000); AID 720582, 2013;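 active = inhibition above a per-campaign cutoff equal to the mean of compounds falling between control-based bounds plus 3 SD, cut at about 20% in these data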;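 note: 0% = DMSO wells while the 100% control is not disclosed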
# PLCg1 inh – PLC-gamma1 enzyme inhibitors, primary screen, biochemical, fluorescence, purified enzyme. AID 720700, 2013. fluorogenic substrate. 1-phosphatidylinositol 4,5-bisphosphate phosphodiesterase gamma-1 (Homo sapiens), P19174. actives 0.84% (n = 370,000). inhibition, % at 12.2 µM; in the data active = inhibition above about 9.5%
# ASAP1 GAP inh – inhibitors of human ASAP1 ArfGAP activity, primary screen, biochemical, fluorescence polarization; Arf-GAP with SH3 domain, ANK repeat and PH domain-containing protein 1 (Homo sapiens), …; ASAP1-stimulated ARF1 GTP hydrolysis, GDP FP detection; inhibition, % at 16.5 µM; actives 0.19% (n = 360,000); AID 624377, 2012; in the data active = inhibition above about 25%;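 note: 0% = vehicle with enzyme and substrate and 100% = no enzyme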
# Numbers without * were called inactive; i = inactive; nt = not tested or not shown.
SMILES,ARFGAP1 inhibitor,TDP2 absorb,DDE Tn7 FP inh,SIAE primary,PLCb3 inh,Tn6 DDE FP,ADAM17 inh,ADAM10 inh,PLCg1 inh,ASAP1 GAP inh
CN(C)S(=O)(=O)c1cccc(C(=O)NCC2(N3CCOCC3)CCCCC2)c1,11,0,-2,-5,-2,-2,-1,8,3,4
CCC(CC)C(=O)N(C)c1c(C)nc2c(OCc3ccc(C#N)cc3)cccn12,2,-4,3,-1,1,1,-2,-5,-1,-10
Cc1cc(NC(=O)CC(C)C)c(=O)n(Cc2c(F)cccc2Cl)c1,1,7,1,1,-7,2,-6,-7,-1,-11
CCOc1cc(N2CCOCC2)c(OCC)cc1NC(=O)CSc1ncccc1C(=O)O,-1,30*,-5,5,-4,-9,-2,-11,-5,1
Cc1ccc(S(=O)(=O)N2CCOCC2)cc1NC(=O)C1=NN(c2ccccc2)C(=O)CC1,8,4,-3,-5,-7,-3,-2,-3,-3,-12
CC(CN1CCOCC1)OC(=O)CCc1ccccc1 (stereo not drawn),-2,6,2,-6,-5,-5,-6,-12,0,-8
Cc1cc(C(=O)COC(=O)CC2Sc3ccccc3NC2=O)c(C)n1-c1ccc2c(c1)OCO2 (stereo not drawn),-5,3,6,-2,-5,-5,3,10,0,-3
C/C(=N\NC(=O)C1CCCC1)c1ccc(Cl)cc1Cl,9,-14,-1,-5,-13,3,-6,-9,-3,-7
CCC1CCCCN1C(=O)CSc1nnc2nc(C)cc(C)n12 (stereo not drawn),5,-6,6,0,-68,9,-5,-33,-54,4
Cc1c(C(=O)O)cccc1-c1ccc(/C=N/n2cnnc2)o1,-5,-2,6,1,-13,3,-13,-30,-5,12
Clc1ccc(-c2csc(-c3ccno3)n2)cc1,-2,8,-2,-1,-6,-5,0,-1,3,-1
Cn1c(=O)[nH]c2nnc(-c3ccc(Cl)c(Cl)c3)nc2c1=O,1,-8,-2,-5,-9,11,0,-3,-3,4
Cc1ccc(C(=O)N/C(=C\c2cn(S(=O)(=O)N(C)C)c3ccccc23)C(=O)NCCCN2CCOCC2)cc1,3,-6,3,-4,-8,4,-2,-5,-1,4
Cc1ccc2nc(SC(C)C(=O)Nc3cccc([N+](=O)[O-])c3)[nH]c2c1 (stereo not drawn),-2,-4,-1,-3,1,2,2,0,0,6
CC(=NNC(=S)SCc1ccccc1)c1ccccn1,5,-6,-2,2,-5,-4,-3,6,-3,-4
Cc1cc(OCC(=O)N(C)c2c(N)n(Cc3ccccc3)c(=O)[nH]c2=O)c(C(C)C)cc1Cl,-5,7,2,6,2,1,-1,-3,6,-2
Cc1cccc(C)c1NC(=O)CN(C)CC(=O)Nc1ccccc1Oc1ccccc1,-13,7,-1,-2,-1,-5,-4,-8,-2,3
CC(C)=C1C2CCC1C1C(=O)N(c3nc(-c4ccc(C(C)C)cc4)c(C)s3)C(=O)C21 (stereo not drawn),10,5,-7,-5,2,3,0,5,-2,-8
COc1cc(NC(=O)C2CCCN2S(=O)(=O)c2ccc3c(c2)CCC(=O)N3)cc(OC)c1 (stereo not drawn),7,-11,5,-12,-3,7,-1,-3,-5,11
Cc1ccc(C)c(NC(=S)NNC(=S)Nc2ccc(C(C)C)cc2)c1,13,-6,-10,6,2,-6,11*,18,5,5
CN1CC(=O)NC1=NC(=O)c1ccc(Cl)c(S(=O)(=O)N2CCCCCC2)c1,-10,-3,-2,3,-1,4,-1,-5,2,13
O=C(c1ccc(N2CCOCC2)c([N+](=O)[O-])c1)N1CCCCC1,3,18,1,2,-6,-14,-1,-6,0,13
Nc1nc(SCc2c(Cl)cccc2Cl)n[nH]1,-8,3,2,2,0,7,-6,-10,-3,-11
CCOc1ccc(C(C)C)cc1S(=O)(=O)Nc1ccc(Cl)cn1,0,3,-2,-4,2,3,-3,5,0,-5
CC(C)(C)c1nnc(NC(=O)C2CCN(C(=O)c3ccco3)CC2)s1,-4,-4,1,0,-5,2,1,-3,2,-7
CCCC(=O)Nc1ccc(-c2nc3cc(C)c(C)cc3o2)cc1,14,-6,-4,-19,-50,4,-114,-402,-35,12
COC(=O)c1ccc(C2NC(C(=O)O)CS2)cc1 (stereo not drawn),-6,0,-1,0,-4,-1,-5,-11,0,1
Cc1oc2c(c1C(=O)NCCO)CCCC2,8,1,-1,-2,2,-3,-3,-2,-1,-4
Cc1ccc(NS(=O)(=O)c2cc(C(=O)N3CCN(CCO)CC3)ccc2C)cc1,-16,2,-6,5,-3,-4,1,3,1,2
N#CCC(=O)N1CCN(Cc2ccc3c(c2)OCO3)CC1,13,-10,4,5,-51,0,-1,8,9,5
Cc1ccccc1CC(=O)NC1CCCCCC1,2,-3,3,4,-5,5,-1,-4,2,11
COCCNC(=O)CN(C(=O)CCC(=O)Nc1nccs1)c1ccc2c(c1)OCO2,-9,14,-9,-2,0,4,3,2,-2,-16
COc1cc(C(=O)N2CCN(c3cccc(C)c3C)CC2)cc(OC)c1OC,8,-11,-9,5,2,2,3,-3,4,7
Cc1nc2c(ccc3c([N+](=O)[O-])cccc32)c(C)c1C,-10,-1,1,-3,-1,0,-2,-1,1,-5
c1ccc2c(c1)nc(N1CCCCCC1)c1ccccc12,0,-1,-5,-2,-22,-4,-11,-21,-17,-4
c1ccc2c(c1)Sc1ccccc1-n1cnnc1-2,0,1,3,-4,2,1,-1,2,2,0
CC(O)CNc1nc2c(c(=O)n(C)c(=O)n2C)n1Cc1cccc(Br)c1 (stereo not drawn),-6,12,-6,2,-1,-5,-3,-6,2,-12
CCC(=NC)C1=C(O)CC(c2ccccc2)CC1=O (stereo not drawn),-6,5,-6,3,0,-4,1,1,1,9
CC(=O)Nc1ccc(NC(=O)C(C)O/N=C/c2cccc([N+](=O)[O-])c2)cc1 (stereo not drawn),10,-28,-5,0,6,0,8,13,4,-2
CCOc1cc(/C=C(\C#N)C(=O)Nc2ccc(S(N)(=O)=O)cc2)ccc1OCCN1CCOCC1,-6,15,-5,-2,-25,-4,-10,-25,-14,3
CN1CCN(S(=O)(=O)c2ccc3c(c2)OCCO3)CC1,-8,9,9,0,0,5,-5,4,0,-4
COCc1cc(=O)[nH]c(SCCS(=O)(=O)c2ccc(Cl)cc2Cl)n1,2,2,13,5,-8,6,-2,-1,2,9
Cc1nnsc1-c1nc2ccccc2[nH]1,4,6,5,4,i,3,-247,i,i,6
COc1ccc(S[C@]2(C(=O)N3CCN(c4ncccn4)CC3)CC(=O)N(S(=O)(=O)c3ccc(F)cc3)[C@@H]2c2ccc(OC)cc2)cc1,nt,-3,-3,-4,4,1,7,14,4,nt
COc1ccc(NC(=O)CSc2nnc(-c3cccs3)n2N)c(OC)c1,-5,-7,-6,0,2,-2,2,-5,1,10
COc1cccc(C2CC(C(F)(F)F)n3ncc(C(=O)NCc4ccco4)c3N2)c1 (stereo not drawn),-8,-3,2,2,1,0,-2,2,0,14
O=C(Nc1ccc(S(=O)(=O)Nc2ncccn2)cc1)c1cccc(S(=O)(=O)N2CCOCC2)c1,-6,10,-6,-5,-1,-5,0,3,1,0
COCCn1cnnc1SCC(=O)c1ccc(S(=O)(=O)N2CCCC2)cc1,-3,3,3,-2,-13,1,-6,-1,-11,-2
C#CCOC(=O)C[N+](C)(C)CC=C,-4,3,5,0,-2,12,-2,0,2,-4
CCOC(=O)C1=C(N)OC2=C(C(=O)CCC2)C1c1ccc2c(c1)OCO2 (stereo not drawn),3,-14,-1,2,-8,-7,0,-6,-2,17
Cc1ccc(NC(=O)C2(c3ccc([N+](=O)[O-])cc3)CCCC2)cc1,2,-8,-4,-1,2,-7,1,1,3,-6
C/C(=N\Nc1ccc([N+](=O)[O-])cc1[N+](=O)[O-])C(C)(C)C(C(=O)O)C(=O)O,-9,0,4,4,5,4,2,7,11*,-10
COc1ccc(NC(=O)C2=NNC(=O)CC2)cc1S(=O)(=O)N1CCCCC1,-4,4,2,-1,3,3,-4,-4,-1,3
COCCNc1ccc([N+](=O)[O-])cc1C(=O)NC1CCCc2ccccc21 (stereo not drawn),-1,4,0,1,-4,-5,0,6,1,4
c1cncc(-c2nnc(SCc3nc4ccccc4[nH]3)o2)c1,14,0,3,2,-30,3,-18,-54,-23,-11
COc1ccc(C(=O)NNC2CC(=O)N(Cc3ccccc3)C2=O)cc1OC (stereo not drawn),9,-6,-4,8,3,1,3,-2,-1,-3
O=C1[C@H]2[C@H](C=CC[C@H]2C(=O)N2CCN(c3ccccc3)CC2)CCN1Cc1ccc(Cl)c(Cl)c1,-10,-1,2,1,3,4,-1,1,1,7
CC(=O)Nc1ccc(OCC(O)CN2CCN(S(=O)(=O)c3ccc(NC(C)=O)cc3)CC2)cc1 (stereo not drawn),10,1,-1,0,0,4,-3,1,1,-11
COc1ccc(N=C(C)C2=C(O)COC2=O)cc1,-5,2,-4,-2,-5,-3,-9,-13,-9,-10
O=C(CC1CCC1)NC(c1ccccc1)c1ccccc1,-2,7,3,1,-6,-6,-6,-14,-2,1
